B2AR arrestin: qHTS assay of beta-arrestin-biased ligands of beta2-adrenergic receptor | Beta-2 adrenergic receptor (Homo sapiens), P07550 | AID 492947, 2010 | beta-arrestin recruitment to beta2AR, cell-based reporter | Potency, µM (series often up to 46.1 µM), without a hit: at the top dose activation, hits mostly activators | 330,000 compounds, 0.02% hits;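 further: potency means the concentration at half of the fitted maximal effect; 0% = DMSO controls and full agonism = EC100 isoproterenol or metaproterenol; nearly all actives have a fitted effect of over 65% in size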
Target sequence (P07550 whole entry, looked up): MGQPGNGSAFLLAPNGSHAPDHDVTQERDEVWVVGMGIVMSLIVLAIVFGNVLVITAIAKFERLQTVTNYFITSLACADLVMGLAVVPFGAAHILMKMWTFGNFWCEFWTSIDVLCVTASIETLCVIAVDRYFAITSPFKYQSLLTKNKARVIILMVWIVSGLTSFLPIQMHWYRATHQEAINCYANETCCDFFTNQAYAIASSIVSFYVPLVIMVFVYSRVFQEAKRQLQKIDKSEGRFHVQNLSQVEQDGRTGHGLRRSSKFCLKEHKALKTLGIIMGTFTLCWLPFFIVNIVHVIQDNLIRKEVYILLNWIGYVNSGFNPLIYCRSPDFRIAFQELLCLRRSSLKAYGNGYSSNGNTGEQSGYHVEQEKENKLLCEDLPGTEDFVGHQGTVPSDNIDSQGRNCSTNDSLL
Tb PFK block: qHTS Assay to Find Inhibitors of T. brucei phosphofructokinase; T. brucei PFK, ADP-Glo luminescence; Potency, µM (doses to about 57.5 µM), inactives show top-dose activity, negative = inhibition, hits mostly inhibitors; 330,000 compounds, 0.17% hits; AID 485367, 2010;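 further: potency means the concentration at half of the fitted maximal effect; 0% = uninhibited 1x PFK enzyme wells and -100% = no-enzyme wells; nearly all actives have a fitted effect of over 60% in size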
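ADP-Glo luminescence quantified ADP after 45 min at room temperature, with 1.25 nM T. brucei PFK, 0.1 mM ATP and 0.5 mM fructose-6-phosphate in pH 8.0 TEA buffer. qHTS titrations up to 57 µM; curves classified by quality.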
Coupling enz: qHTS Assay for Inhibitors of Fructose-1,6-bisphosphate Aldolase from Giardia Lamblia: Coupling assay counterscreen. coupling enzyme system counterscreen, AmpLite Red fluorescence. 290,000 compounds, 0.67% hits. AID 2472, 2010. activity change, negative = inhibition, % at 58.2 µM, hits read low; in the data active means activity change below about -30%; further: on the % scale 0 is the no-effect control and ±100 the full control effect
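Coupling enzymes only (glyceraldehyde-3-phosphate) + compound, at 57.5 uM final, 10 min RT; add substrate/coupling/AmpLite Red mix, 20 min RT; fluorescence ex 525/em 598 nm. Actives flag coupling-system interference.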
PKM2 activator: qHTS Assay for Activators of Human Muscle isoform 2 Pyruvate Kinase | Pyruvate kinase PKM (Homo sapiens), P14618 | purified PKM2, Kinase-Glo ATP luminescence, activation; response scale: 0% is enzyme alone, no compound | Potency, µM (series often up to 57.5 µM), inactives show at the top dose activation, actives largely listed as activators | 260,000 compounds, 0.34% hits | AID 1631, 2009; further: potency means the concentration at half of the fitted maximal effect; on the % scale 0 is the no-effect control and ±100 the full control effect; nearly all actives have a fitted effect of over 55% in size
Target sequence (P14618 whole entry, looked up, canonical isoform): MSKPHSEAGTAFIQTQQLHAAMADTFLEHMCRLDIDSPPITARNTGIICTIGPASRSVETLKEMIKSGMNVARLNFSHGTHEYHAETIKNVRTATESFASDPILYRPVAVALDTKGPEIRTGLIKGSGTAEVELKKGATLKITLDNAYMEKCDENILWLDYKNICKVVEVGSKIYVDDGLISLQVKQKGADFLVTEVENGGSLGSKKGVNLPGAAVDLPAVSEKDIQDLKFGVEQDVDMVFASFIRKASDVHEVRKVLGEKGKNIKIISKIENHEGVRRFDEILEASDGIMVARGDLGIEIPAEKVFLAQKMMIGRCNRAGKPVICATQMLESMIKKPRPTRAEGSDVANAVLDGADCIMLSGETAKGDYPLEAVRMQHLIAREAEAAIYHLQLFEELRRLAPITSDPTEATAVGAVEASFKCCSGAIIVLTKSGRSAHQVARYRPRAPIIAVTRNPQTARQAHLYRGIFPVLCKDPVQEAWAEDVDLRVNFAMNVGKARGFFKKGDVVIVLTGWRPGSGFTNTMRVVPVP
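Kinase-Glo luminescence reports ATP generated from ADP (0.1 mM) and PEP (0.5 mM) by purified hPK-M2 after 1 h at room temperature, pH 7.2 imidazole buffer; intermediate enzyme activity allows detecting inhibitors and activators.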
Integrin act MD: qHTS for Activators of Integrin-Mediated Alleviation for Muscular Dystrophy | alpha7betagal myoblasts, beta-gal FDG fluorescence, 48 h | Potency, µM (highest dose often 38.3 µM), for inactives: at the highest dose activation, hits mostly activators | 350,000 compounds, 0.064% hits;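 further: potency means the concentration at half of the fitted maximal effect; 100% = response of the positive control SU9516; nearly all actives have a fitted effect of over 60% in size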
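alpha7betagal+/- myoblasts (passage 13, 250/well) treated 48 h at 37C with compounds at 1:260 dilution of DMSO stock. Lysed, then beta-galactosidase activity read as FDG fluorescence (ex 480/em 540) after 30 min, with pre-read for autofluorescence.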
Giardia kill: Small Molecules that selectively kill Giardia lamblia: qHTS. AID 540267, 2011. Giardia lamblia trophozoite viability. 340,000 compounds, 0.15% hits. activity change, % at 7.66 µM, hits read low; in the data active means activity change below about -80%; inconclusive means between about -30% and that limit;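 further: parasites exposed to compound for two days anaerobically before the ATP read; on the % scale 0 is the no-effect control and ±100 the full control effect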
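Compounds were tested on trophozoites seeded at 100 cells/well and held 48 hrs at 37 deg C anaerobically. An ATP-based luminescent kit measured the remaining live cells.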
TSG101-PTAP inh: qHTS Assay for Iinhibitors of HIV-1 Budding by Blocking the Interaction of PTAP/TSG101; AID 493005, 2010; Tumor susceptibility gene 101 protein (Homo sapiens), Q99816; Fluorescence polarization, FITC-PTAP peptide / Tsg101 binding; 340,000 tested, under 10 active; Potency, µM (doses to about 115 µM), for inactives: top-dose activity change, negative = inhibition, most hits filed as inhibitors; active means well fitted inhibition curve with a large enough effect in the main read-out, with a control signal flat, not every such curve was filed as active; inconclusive means small, poorly fitted or top-dose-only effect, or effect the other way, or a change in a side signal; inactive means no such curve, though single readings can be large or run the other way; further: potency means the concentration at half of the fitted maximal effect; % of control where 0% means no effect
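Fluorescence anisotropy tracks displacement of a FITC-tagged PTAP peptide (50 nM) from the Tsg101 binding domain (10 uM), following a 20 min room-temperature incubation at pH 7.5.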
Menin-MLL TR inh: qHTS Assay for Inhibitors Targeting the Menin-MLL Interaction in MLL Related Leukemias: Competition With Texas Red Labeled MLL-derived Mutant Peptide; O00255; Menin + Texas Red MLL mutant peptide, fluorescence polarization; Potency, µM (series often up to 61.6 µM), without a hit: top-dose FP activity change, negative = inhibition, most hits filed as inhibitors; 270,000 compounds, 0.23% hits; AID 1768, 2009; active means well fitted inhibition curve with a large enough effect in the polarisation, with a control signal flat, not every such curve was filed as active; inconclusive means small, poorly fitted or top-dose-only effect, or effect the other way, or a change in a side signal; inactive means no such curve, though single readings can be large or run the other way; the % refers to the polarisation; further: potency means the concentration at half of the fitted maximal effect; % of control where 0% means no effect; many of its hits are not listed in these tables
GALK inh: qHTS Assay for Inhibitors of Human Galactokinase (GALK); P51570; Potency, µM (titrated, usually from 57.5 µM), inactives show at the highest dose activity change, negative = inhibition, most hits filed as inhibitors; Purified GALK, Kinase-Glo residual ATP luminescence; 270,000 compounds, 0.007% hits; further: potency means the concentration at half of the fitted maximal effect; on the % scale 0 is the no-effect control and ±100 the full control effect
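Kinase-Glo Plus luminescence measured ATP left after a 1 h room-temperature reaction. The reaction used 5 nM GALK, 100 uM galactose and 35 uM ATP at pH 8.0 (20 mM HEPES, 5 mM MgCl2, 60 mM NaCl, 1 mM DTT, 0.01% BSA).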
BCR signal inh: qHTS Assay to Find Inhibitors of Chronic Active B-Cell Receptor Signaling; ABC-DLBCL IkBa-CBG/CBR reporter, luminescence ratio, 4 h; Potency, µM (top dose mostly 46.1 µM), inactives show at the top dose ratio change, negative = lower green/red ratio, hits mostly inhibitors; 340,000 compounds, 0.05% hits; active means well fitted inhibition curve with a large enough effect in the signal ratio, with a control signal flat, not every such curve was filed as active; inconclusive means small, poorly fitted or top-dose-only effect, or effect the other way, or a change in a side signal; the % refers to the signal ratio;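 further: potency means the concentration at half of the fitted maximal effect; plate controls were basal doxycycline-induced cells for no effect and cells given 10 µM MG132 for full effect; MG132 reads +100%, hits lower the ratio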
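Concentration-response series (up to 46 uM) were applied to TMD8 dual-reporter cells for 4 h at 37C with doxycycline. Green/red ratio, after filter-overlap correction, defined %Activity; red signal alone was normalised to basal cells and zero luminescence.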
ASM inhibitor: Inhibitors of Secretory Acid Sphingomyelinase (S-ASM): qHTS; Sphingomyelin phosphodiesterase (Homo sapiens), P17405; placental ASM, HMU-PC fluorogenic substrate, 60 min; Potency, µM (series often up to 57.5 µM), for inactives: top-dose activity change, negative = inhibition, most hits filed as inhibitors; 340,000 compounds, 0.006% hits; AID 504937, 2011; further: potency means the concentration at half of the fitted maximal effect
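Fluorogenic HMU-PC substrate (9 uM final) is turned over by placental ASM in 60 min at 37 C after a 10 min compound preincubation. Reaction ended by alkaline stop (pH 10), with fluorescence read at 386/447 nm.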
Numbers without * were called inactive; i = inactive; ? = inconclusive; · = not tested or not shown; [ ] = dose if it differs, or a comment. Unless noted, the call rests on the fitted dose curve; in most records, active means well fitted curve in the direction sought with a large enough effect; inconclusive means small, poorly fitted or top-dose-only effect, or another doubt; inactive means no such curve, though single readings can be large; an effect the other way counts as inactive or inconclusive. This is a subset; rates above refer to the full screens.

SMILES | B2AR arrestin | Tb PFK block | Coupling enz | PKM2 activator | Integrin act MD | Giardia kill | TSG101-PTAP inh | Menin-MLL TR inh | GALK inh | BCR signal inh | ASM inhibitor
O=S(=O)(N(Cc1ccccc1)[C@@H](CO)Cc1ccccc1)N(Cc1ccccc1)[C@@H](CO)Cc1ccccc1 | -0.1% | 0% | · | · | 25% | 43[activator] | 0% | · | · | -2% | -3%
O=C(c1cc2cc(Br)ccc2o1)N1CCCCC1 | -0.2% | 0% | -2 | -2% | 14% | 10 | -1% | -15% | 2% | ? | -2%
O=C(CSc1cnc2ccccc2n1)NC1CCCC1 | -0.1% | -3% | 10 | -1% | 3% | -3 | -6% | 3% | 1% | ? | 0%
Cc1ccc(OC/C(=N\O)C(C)(C)C)c([N+](=O)[O-])c1 | -0.1% | -1% | 2 | -6% | 23% | ? | -3% | -1% | 4% | ? | -9%
CCOc1cc(NC(=S)NCC2CCCO2)c(OCC)cc1NC(=O)c1cccc(C)c1 (centres undefined) | -0.3% | 1% | -3 | 4% | 18% | 13 | -4% | -5% | -6% | 7% | -12%
Cc1ccsc1/C=N/n1c(-c2cccnc2)n[nH]c1=S | -0.5% | -3% | 1 | -15% | -19% | 1 | -4% | 21% | -4% | 4% | 3%
COc1ccc(C(=O)NCC(=O)OCC(=O)N2CC(C)CC(C)C2)cc1 (centres undefined) | -0.8% | -3% | 4 | -7% | 12% | 4 | 0% | -6% | 3% | 13% | 3%
CC1(C)Cc2c(C#N)c(NCC3CCCO3)nc(-c3ccco3)c2CO1 (centres undefined) | -0.2% | -14% | -7 | 13% | 5% | -5 | 0% | -18% | 0% | ? | i
COC(=O)c1cn(NC(=O)Cc2cccc(OC)c2)c(=O)c2ccccc12 | -0.5% | -6% | 5 | 3% | 4% | -14 | 3% | 0% | 2% | -3% | 1%
Cc1cc(C)cc(NC(=O)CSc2nnc(-c3ccccc3)n2N)c1 | 0.5% | -2% | 0 | ? | 1% | -17 | 0% | 2% | 3% | ? | 3%
CCn1c(O)c(N=NC(=O)c2cccnc2)c2cc(Br)ccc21 | 0.5% | -2% | 2 | 0% | -6% | 23 | -9% | · | 2% | -4% | -1%
C(=N\n1cnnc1)/c1cccc(OCCOc2ccccc2)c1 | -0.6% | -6% | -2 | -1% | -19% | -9 | -5% | 0% | -5% | -15% | -4%
COc1cccc(C(=O)NC(=S)Nc2cccnc2)c1 | 0.1% | -3% | 4 | -15% | -8% | -4 | -1% | 3% | -2% | ? | 3%
Cc1cc(OCC(=O)Nn2cnnc2)c(C)cc1Br | -0.3% | 0% | 7 | 5% | 4% | 0 | -3% | 7% | 0% | 4% | -2%
O=C(CN1C(=O)c2ccccc2S1(=O)=O)NCc1ccccn1 | -0.2% | -2% | 3 | -1% | 12% | 5 | -8% | -3% | 0% | 3% | 5%
COc1ccc(C2=NN(c3ccccc3)C(c3cccs3)C2)cc1 (centres undefined) | 0.6% | 0% | -11 | 0% | 6% | -7 | -2% | ? | 6% | ? | i
C=CCN(C(=O)CN1CCOCC1)c1nc(C)c(-c2ccccc2)s1 | -0.1% | -1% | -2 | -3% | 1% | 2 | 1% | ? | -2% | -7% | -1%
NC(=O)C1(c2ccccc2)CCOCC1 | -0.3% | 4% | 3 | 1% | ? | -20 | -1% | -7% | 0% | -5% | -3%
COc1ccc(OC)c(CNS(=O)(=O)c2cn(C)cn2)c1 | 0.1% | -3% | · | · | 9% | -9 | -2% | · | 1% | -1% | 8%

An excerpt from above in order of heavy-atom count, descending.
SMILES | B2AR arrestin | Tb PFK block | Coupling enz | PKM2 activator | Integrin act MD | Giardia kill | TSG101-PTAP inh | Menin-MLL TR inh | GALK inh | BCR signal inh | ASM inhibitor
O=S(=O)(N(Cc1ccccc1)[C@@H](CO)Cc1ccccc1)N(Cc1ccccc1)[C@@H](CO)Cc1ccccc1 | -0.1% | 0% | · | · | 25% | 43[activator] | 0% | · | · | -2% | -3%
CCOc1cc(NC(=S)NCC2CCCO2)c(OCC)cc1NC(=O)c1cccc(C)c1 (centres undefined) | -0.3% | 1% | -3 | 4% | 18% | 13 | -4% | -5% | -6% | 7% | -12%
CC1(C)Cc2c(C#N)c(NCC3CCCO3)nc(-c3ccco3)c2CO1 (centres undefined) | -0.2% | -14% | -7 | 13% | 5% | -5 | 0% | -18% | 0% | ? | i
C=CCN(C(=O)CN1CCOCC1)c1nc(C)c(-c2ccccc2)s1 | -0.1% | -1% | -2 | -3% | 1% | 2 | 1% | ? | -2% | -7% | -1%
COc1ccc(C2=NN(c3ccccc3)C(c3cccs3)C2)cc1 (centres undefined) | 0.6% | 0% | -11 | 0% | 6% | -7 | -2% | ? | 6% | ? | i
C(=N\n1cnnc1)/c1cccc(OCCOc2ccccc2)c1 | -0.6% | -6% | -2 | -1% | -19% | -9 | -5% | 0% | -5% | -15% | -4%
COc1ccc(OC)c(CNS(=O)(=O)c2cn(C)cn2)c1 | 0.1% | -3% | · | · | 9% | -9 | -2% | · | 1% | -1% | 8%
COc1cccc(C(=O)NC(=S)Nc2cccnc2)c1 | 0.1% | -3% | 4 | -15% | -8% | -4 | -1% | 3% | -2% | ? | 3%
Cc1cc(OCC(=O)Nn2cnnc2)c(C)cc1Br | -0.3% | 0% | 7 | 5% | 4% | 0 | -3% | 7% | 0% | 4% | -2%
